# GSTO1 inh – inhibitors of recombinant GSTO1, primary screen, counter-screen for RBBP9 inhibitor project, biochemical, fluorescence polarization; Glutathione S-transferase omega-1 (Homo sapiens), P78417; activity-based probe fluorescence polarization; inhibition, % at 5.96 µM; 300,000 tested, 1.1% active;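 active = inhibition above the campaign mean inhibition plus 3 SD, cut at about 35% in these data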;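 note: 0% = GSTO1-1 with DMSO and 100% = wells lacking GSTO1-1 enzyme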
# Target sequence (P78417 whole entry, looked up): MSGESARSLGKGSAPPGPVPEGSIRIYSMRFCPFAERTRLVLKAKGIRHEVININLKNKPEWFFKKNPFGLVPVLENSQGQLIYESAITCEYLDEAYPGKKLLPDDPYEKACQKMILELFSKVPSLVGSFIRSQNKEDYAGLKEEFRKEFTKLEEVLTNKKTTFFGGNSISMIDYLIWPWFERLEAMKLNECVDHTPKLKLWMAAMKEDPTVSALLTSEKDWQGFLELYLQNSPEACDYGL
# LYPLA1 inh – LYPLA1 inhibitors, primary screen, counter-screen for PME1 inhibitor project, biochemical, fluorescence polarization, FP-Rh probe ABPP. Acyl-protein thioesterase 1 (Homo sapiens), O75608. recombinant LYPLA1. inhibition, % at 5.9 µM. 320,000 tested, 0.16% active;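 active = inhibition above the mean of all tested compounds plus 3 SD, set per campaign, cut at about 14% in these data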;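 note: inhibitors block serine hydrolase probe labeling of LYPLA1 so polarization falls; 0% = enzyme with DMSO and 100% = wells lacking LYPLA1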
# pPAFAH inh – pPAFAH enzyme inhibitors, primary screen, biochemical, fluorescence polarization, human; recombinant pPAFAH, FP-rhodamine probe fluorescence polarization; inhibition, % at 3.39 µM; 330,000 tested, 1.5% active; AID 463082, 2010;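 active = inhibition above the mean inhibition across the screen plus 3 SD, cut at about 25% in these data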;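 note: inhibitors block binding of the rhodamine activity-based probe so polarization drops; 0% = enzyme with DMSO and 100% = wells lacking pPAFAH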
# Target sequence (Q13093 whole entry, looked up): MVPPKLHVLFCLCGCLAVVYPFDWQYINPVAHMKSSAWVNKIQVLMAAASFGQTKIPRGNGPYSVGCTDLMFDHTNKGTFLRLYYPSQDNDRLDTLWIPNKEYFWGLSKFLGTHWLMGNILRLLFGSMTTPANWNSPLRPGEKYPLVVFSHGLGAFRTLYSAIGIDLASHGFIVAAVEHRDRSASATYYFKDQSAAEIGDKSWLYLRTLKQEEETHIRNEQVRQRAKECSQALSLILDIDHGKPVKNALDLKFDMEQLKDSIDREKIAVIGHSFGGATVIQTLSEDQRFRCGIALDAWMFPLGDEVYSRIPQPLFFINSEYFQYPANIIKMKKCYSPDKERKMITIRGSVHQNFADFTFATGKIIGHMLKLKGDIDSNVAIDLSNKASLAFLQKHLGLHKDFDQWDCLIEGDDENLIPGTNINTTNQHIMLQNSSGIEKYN
# PAFAH2 inh – PAFAH2 enzyme inhibitors, primary screen, biochemical, fluorescence polarization, human; Platelet-activating factor acetylhydrolase 2, cytoplasmic (Homo sapiens), Q99487; recombinant PAFAH2, FP-rhodamine activity probe; inhibition, % at 3.39 µM; 340,000 tested, 0.99% active;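 active = inhibition above the mean over all tested compounds plus 3 SD, cut at about 30% in these data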;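 note: inhibitors block probe labeling of enzyme so polarization drops; 0% = enzyme with DMSO and 100% = wells lacking PAFAH2 protein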
# PME-1 inh – PME-1 inhibitors via competitive probe labeling, primary screen, biochemical, fluorescence polarization, FP-Rh probe, HTS; Protein phosphatase methylesterase 1 (Homo sapiens), Q9Y570; recombinant PME-1; inhibition, % at 5.9 µM; 320,000 tested, 0.53% active;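 active = inhibition above the campaign mean of all compounds plus 3 SD, cut at about 26% in these data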;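 note: competitive labeling of PME-1 active site by serine hydrolase directed probe; 0% = PME-1 with DMSO and 100% = wells lacking PME-1 enzyme; inhibitors block probe labeling so polarization falls and inhibition rises; many of its hits are not listed in these tables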
# Fam108B inh – mouse Fam108B serine hydrolase inhibitors, primary screen, counter-screen for RBBP9 inhibitor project, biochemical, fluorescence polarization; recombinant Fam108B, FP-Rh probe fluorescence polarization; inhibition, % at 9.51 µM; 300,000 tested, 0.33% active; AID 1947, 2009;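 active = inhibition above the screen mean inhibition plus 3 SD, computed separately per campaign, cut at about 18% in these data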;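 note: inhibitors lower polarization as less probe binds the enzyme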
# PAD4 FP inh – human PAD4 inhibitors, primary screen, biochemical, fluorescence polarization, 1536-well format; 330,000 tested, 0.41% active; inhibition, % at 6.36 µM; recombinant PAD4, RCA probe fluorescence polarization;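 active = percent inhibition above a cutoff equal to the mean of all tested compounds plus 3 SD, cut at about 15% in these data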;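 note: 0% = PAD4 with RCA probe and DMSO and 100% = probe without PAD4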
# PAFAH1B3 FP inh – PAFAH1B3 enzyme inhibitors, primary screen, biochemical, fluorescence polarization, human; Platelet-activating factor acetylhydrolase IB subunit alpha1 (Homo sapiens), Q15102; recombinant PAFAH1B3, FP-rhodamine probe; inhibition, % at 3.39 µM; 340,000 tested, 0.28% active; AID 492972, 2010;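 active = inhibition above the screen-wide average of all tested compounds plus 3 SD, cut at about 25% in these data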;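 note: 0% = enzyme with DMSO only and 100% = wells lacking PAFAH1B3 protein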
# PAFAH1B2 FP inh – PAFAH1B2 enzyme inhibitors, primary screen, biochemical, fluorescence polarization, human | Platelet-activating factor acetylhydrolase IB subunit alpha2 (Homo sapiens), P68402 | recombinant PAFAH1B2, FP-rhodamine activity probe | inhibition, % at 3.39 µM | 340,000 tested, 1.2% active;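 active = inhibition above the mean of all tested compounds plus 3 SD, cut at about 24% in these data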;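 note: 0% = enzyme with DMSO and 100% = wells lacking PAFAH1B2; many of its hits are not listed in these tables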
# Target sequence (P68402 whole entry, looked up): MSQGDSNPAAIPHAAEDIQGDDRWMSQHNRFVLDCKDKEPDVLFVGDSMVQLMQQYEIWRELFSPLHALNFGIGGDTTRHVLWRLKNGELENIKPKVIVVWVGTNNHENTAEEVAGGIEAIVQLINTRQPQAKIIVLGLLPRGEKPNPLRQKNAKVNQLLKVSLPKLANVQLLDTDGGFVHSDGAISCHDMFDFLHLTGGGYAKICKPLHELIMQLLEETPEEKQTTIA
# Active calls of the source: *; . = no result given. Only part of the results is shown, so the mix of outcomes need not match the whole.
# Each structure is followed by: GSTO1 inh	LYPLA1 inh	pPAFAH inh	PAFAH2 inh	PME-1 inh	Fam108B inh	PAD4 FP inh	PAFAH1B3 FP inh	PAFAH1B2 FP inh
CCOC(=O)CNC(=O)C1(/C=C/c2ccccc2)CC(=O)N1c1ccc(C)cc1 (centres undefined)
 : 4	-1	8	2	-6	3	-10	2	7
CC1(C)CC(=O)C2=C(C1)Nc1nc(SCCN3CCOCC3)[nH]c(=O)c1C2c1cccs1 (centres undefined)
 : 3	1	8	9	-2	2	3	3	14
CCn1nc(C)c(/C=N/NC(=O)CSc2ccccn2)c1C
 : -1	0	3	.	-1	0	-3	.	.
CCC1Oc2ccccc2N(CC(=O)NCCC2=CCCCC2)C1=O (centres undefined)
 : 3	-2	-5	6	-6	0	1	4	2
O=C(COc1ccccc1[N+](=O)[O-])Nc1ccc(Br)cc1
 : -1	5	0	-2	3	3	-2	9	7
Cc1oc(-c2ccccc2F)nc1CSCC(=O)NCc1ccc2c(c1)OCO2
 : 3	1	0	-1	2	2	-3	2	3
Cc1ccc(Cl)cc1NC(=O)C[n+]1ccc(Cc2ccc([N+](=O)[O-])cc2)cc1
 : 6	2	-1	-5	7	6	1	5	5
NC(=O)CCN1CCCCC1
 : 4	2	3	-6	2	7	-2	0	-2
O=C(Nc1nnc(-c2ccccc2)o1)c1ccc(Cl)cc1
 : -26	0	3	0	7	6	-3	5	-2
CCN(CC)S(=O)(=O)c1cc(NC(=O)C(CC(C)C)NC(N)=O)ccc1C (centres undefined)
 : 9	1	7	-1	2	0	2	7	3
Cc1c(-n2cc(C(=O)c3cc(Cl)ccc3O)cc(C#N)c2=O)c(=O)n(-c2ccccc2)n1C
 : 8	-3	1	-6	-2	0	-1	-3	6
CN1CCN(C(=O)/C(=C/c2ccc(F)cc2)NC(=O)c2ccccc2)CC1
 : 0	0	0	-8	-4	0	0	10	3
CC/C(Cc1ccccc1)=N\NC(=O)c1cc([N+](=O)[O-])cc([N+](=O)[O-])c1
 : 7	1	5	-1	-2	1	-3	-4	-2
COc1cccc(SCC2(O)CCN(C(=O)c3ccc(Cl)cc3)CC2)c1
 : 10	-8	-2	0	0	-2	-4	14	9
N#Cc1ccc(CSc2nnc(Cc3cccs3)n2Cc2ccco2)cc1
 : 8	-2	12	5	8	-3	-2	9	7
N#C/C(=N\Nc1ccc([N+](=O)[O-])cc1)C(=N)N1CCOCC1
 : 12	0	3	3	1	1	0	4	8
O=C(NCC1CC1(Cl)Cl)Nc1ccc(Cl)c(Cl)c1 (centres undefined)
 : -6	-16	-1	-4	-19	-10	-5	0	2
CCOCCCNCc1cn(-c2ccc(F)cc2F)nc1-c1ccccc1C
 : 2	3	1	-2	0	0	2	13	5
CCOC(=O)C1=C(c2ccc(O)cc2)NC(=O)NC1C (centres undefined)
 : -9	-1	3	.	-1	-3	3	.	.
Cc1ccc(NC(=O)COCC(=O)Nc2ccc(F)cc2)cc1
 : 8	-5	3	-7	-5	2	2	10	3
COc1cc(Nc2nc3ccccc3nc2NS(=O)(=O)c2ccc([N+](=O)[O-])cc2)cc(OC)c1OC
 : -6	-1	5	-3	-1	-1	0	5	-4
COc1ccccc1C(=O)COC(=O)CNC(=O)c1ccc(Br)o1
 : 3	1	3	5	3	1	0	3	3
Cc1ccc(NC2=Nc3ccccc3CC2)cc1
 : 2	3	0	-1	3	1	-3	-1	5
Cc1nc2ccc(Nc3nc4cc(S(=O)(=O)N5CCOCC5)ccc4o3)cc2s1
 : -10	-14	3	-30	-8	3	0	18	2
CC(OC(=O)CNS(=O)(=O)c1ccc(C#N)cc1)C(=O)Nc1ccc(Cl)cn1 (centres undefined)
 : 5	-1	-1	7	-1	1	1	4	5
COc1ccccc1CC1CC(=O)N(c2cccc(Cl)c2C)C1=O (centres undefined)
 : 1	0	5	-1	-7	5	-2	7	-2
CCOC(=O)c1ccc(NS(=O)(=O)c2ccc3oc(=O)[nH]c3c2)cc1
 : 16	2	17	-6	3	3	-2	10	2
O=C(CN1CCc2ccccc2C1)NCc1ccco1
 : -1	1	0	-5	1	1	0	5	5
Cc1ccc(-n2c(-c3ccco3)nc3c(cnn3-c3ccc(C)cc3)c2=O)cc1
 : -5	0	-4	9	1	-1	-1	2	-6
CCN1CCN(C(=O)CN2C(=O)c3cccc4cccc2c34)CC1
 : 0	1	9	6	-2	3	0	0	3
O=C(Nc1cccc(C(=O)N2CCCCCC2)c1)c1ccco1
 : -5	-1	8	-1	-5	-2	-9	-3	4
CN1CCN(c2nc3c(c(=O)n(C)c(=O)n3C)n2CC(N)=O)CC1
 : 13	1	6	-2	3	4	4	-5	-5
CC(=O)N=c1scc(-c2ccccc2)n1-c1cccc(O)c1
 : 5	-2	-2	-1	4	0	-6	10	4
COc1ccc(CCNC(=O)CC2SC(=NCCc3ccccc3)NC2=O)cc1OC (centres undefined)
 : -4	-2	0	1	-4	-3	-3	-6	2
O=C(O)C1Cc2ccccc2CN1C(=O)COc1ccc(Cl)cc1 (centres undefined)
 : 5	1	2	6	-1	-2	3	-1	2
O=c1[nH]c2ccccc2c2nc(-c3cccc(S(=O)(=O)N4CCCC4)c3)nn12
 : -19	1	4	5	1	-8	-1	10	4
CCN(C(=O)c1c(C)noc1C)c1c(N)n(Cc2ccccc2)c(=O)[nH]c1=O
 : .	-1	0	6	1	.	2	8	0
N#CC12CCCCC1CC1CCCCC1(C#N)N2Cc1ccccn1 (centres undefined)
 : -8	3	-7	6	3	5	-2	7	4
CCCCC(=O)Nc1ccc(S(=O)(=O)Nc2nccc(C)n2)cc1
 : 6	0	5	2	1	3	-2	15	4
CC(=O)c1cc2c(cc1NC(=O)CSc1nc3ccccc3[nH]1)OCO2
 : 9	3	5	.	-5	4	3	.	.
O=C(COc1ccc(F)cc1Cl)Nc1cc(S(=O)(=O)N2CCOCC2)ccc1N1CCCCC1
 : -1	2	0	-3	5	1	-3	-6	-2
COc1ccccc1NS(=O)(=O)c1cc(-c2cnc(C3CC3)o2)ccc1C
 : -4	0	1	9	11	-3	-2	7	8
Cc1c(C(=O)N2CCCCC2)oc2ccc(Br)cc12
 : -14	-5	16	8	-5	-3	-4	1	-2
N=C1c2c(cc(=O)n3c2[nH]c2ccccc23)CN1CCN1CCOCC1
 : 9	2	36*	4	25	3	-3	-2	3
COc1cc(C)nc(N(C)C(C)=O)n1
 : -2	0	-5	-2	0	3	0	-1	0
N#Cc1ccc(Oc2ccc(S(=O)(=O)N3CCCC3)cn2)cc1
 : 4	-1	6	-2	2	3	-1	-2	6
O=C(O)c1cc(-c2ccc3c(c2)OCO3)nc2ccc(Cl)cc12
 : -24	0	4	-2	-1	2	1	4	3
O=C(CSc1ncccn1)N1CCCC1
 : 6	4	1	-2	-5	1	0	7	5
Cn1nnnc1SCC(=O)Nc1ccccc1Br
 : 2	-3	3	-1	4	1	2	-4	-1
Cc1c(Cl)cccc1NC(=O)c1cccc(OC(F)F)c1
 : 7	-4	2	-3	-1	4	6	9	5
O=C(OCC(=O)N1CCOCC1)c1cc(-c2ccccc2)nc2ccccc12
 : .	.	4	-1	.	.	1	4	-1
C=CC[C@H](CC(=O)N(CCO)Cc1ccccc1)C(=O)N[C@@H](COC(=O)[C@@H](CC=C)Cc1ccc(F)cc1)Cc1c[nH]c2ccccc12
 : .	.	3	2	.	.	2	8	2
Fc1cccc(Nc2cc(-n3cccn3)ncn2)c1
 : -3	-5	3	-3	1	-3	-2	1	0
C/C(=N\NC(=O)c1ccco1)c1cc(Cl)sc1Cl
 : 0	2	5	0	8	-2	-2	5	11
CCOc1ccc(CN2C(=O)c3ccccc3C2C(=O)NCc2cccnc2)cc1 (centres undefined)
 : 6	0	-1	0	0	0	8	2	1
C(#CCN1CCOCC1)COC(c1ccccc1)c1ccccc1
 : 5	0	1	-2	-2	-4	-1	10	2
COc1cccc(/C=C/C(=O)OCC(=O)Nc2cc(C(F)(F)F)ccc2Cl)c1
 : 1	-7	2	33*	-2	-6	2	2	-3
O=C(Nc1cccc(-c2nc3ccccc3s2)c1)c1cc(-n2cnnc2)ccc1Cl
 : 5	-25	-14	-17	-29	-16	-3	-12	0
c1ccc(-c2cc3ccccc3nc2N2CCCC2)cc1
 : 8	0	-1	-2	-1	-2	-1	1	6
COc1ccc(NC(=O)C2(c3ccc(NC(=O)c4ccc(OC(C)=O)cc4)cc3)CCCC2)cc1
 : -6	-4	-1	-11	-12	-12	-2	-12	-1
CC(=O)COc1ncnc2c(Cl)cc(Cl)cc12
 : -2	1	-2	2	-6	1	-3	0	1
O=C(COC(=O)c1cc(S(=O)(=O)N2CCCC2)ccc1O)Nc1ccc(S(=O)(=O)N2CCOCC2)cc1
 : 10	3	-3	7	5	1	0	1	2

# Shown as labelled records: three of the compounds above
molecule: Cc1c(Cl)cccc1NC(=O)c1cccc(OC(F)F)c1
  GSTO1 inh: 7 | LYPLA1 inh: -4 | pPAFAH inh: 2 | PAFAH2 inh: -3 | PME-1 inh: -1 | Fam108B inh: 4 | PAD4 FP inh: 6 | PAFAH1B3 FP inh: 9 | PAFAH1B2 FP inh: 5

molecule: O=C(OCC(=O)N1CCOCC1)c1cc(-c2ccccc2)nc2ccccc12
  GSTO1 inh: . | LYPLA1 inh: . | pPAFAH inh: 4 | PAFAH2 inh: -1 | PME-1 inh: . | Fam108B inh: . | PAD4 FP inh: 1 | PAFAH1B3 FP inh: 4 | PAFAH1B2 FP inh: -1

molecule: C=CC[C@H](CC(=O)N(CCO)Cc1ccccc1)C(=O)N[C@@H](COC(=O)[C@@H](CC=C)Cc1ccc(F)cc1)Cc1c[nH]c2ccccc12
  GSTO1 inh: . | LYPLA1 inh: . | pPAFAH inh: 3 | PAFAH2 inh: 2 | PME-1 inh: . | Fam108B inh: . | PAD4 FP inh: 2 | PAFAH1B3 FP inh: 8 | PAFAH1B2 FP inh: 2

# Pulled one by one from the entries so far, five records:
# Each structure is followed by: GSTO1 inh	LYPLA1 inh	pPAFAH inh	PAFAH2 inh	PME-1 inh	Fam108B inh	PAD4 FP inh	PAFAH1B3 FP inh	PAFAH1B2 FP inh
Cc1c(C(=O)N2CCCCC2)oc2ccc(Br)cc12
 : -14	-5	16	8	-5	-3	-4	1	-2
c1ccc(-c2cc3ccccc3nc2N2CCCC2)cc1
 : 8	0	-1	-2	-1	-2	-1	1	6
COc1cccc(/C=C/C(=O)OCC(=O)Nc2cc(C(F)(F)F)ccc2Cl)c1
 : 1	-7	2	33*	-2	-6	2	2	-3
N=C1c2c(cc(=O)n3c2[nH]c2ccccc23)CN1CCN1CCOCC1
 : 9	2	36*	4	25	3	-3	-2	3
CC(=O)N=c1scc(-c2ccccc2)n1-c1cccc(O)c1
 : 5	-2	-2	-1	4	0	-6	10	4

# Compound activity as filed in PubChem BioAssay.
